HP1b binding inh = blocks HP1-beta chromodomain binding to methylated histone tails | 390,000 tested, 0.56% active | Potency, µM (titrated, usually from 114 µM), for the others: top-dose activity change, negative = inhibition, usual class: inhibitors | AlphaScreen HP1-beta / biotin-H3K9me3 peptide binding; note: potency is the fitted concentration of half-maximal effect; nearly all actives have a fitted effect of over 70% in size; inactives centre near 23
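Compound inhibition of the preformed complex between 50 nM HP1-beta and 50 nM biotinylated H3K9me3 peptide was read by AlphaScreen. Buffer was PBS pH 7.4 with 0.01% Tween-20. Incubations ran 30 min at room temperature, with 10 ug/mL donor/acceptor beads.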
GLS inh = glutaminase GLS (human) inhibition. Potency, µM (top dose mostly 45.5 µM), for the others: at the top dose activity change, negative = inhibition, hits mostly inhibitors. AID 624170. GLS enzymatic activity, qHTS titration. 410,000 tested, 0.21% active; note: potency is the fitted concentration of half-maximal effect; % is set by controls: 0 for no effect and ±100 for the full control effect
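Two-point fluorescence kinetic (t0, 30 min RT) for hKGA; glutamate detected via glutamate oxidase–HRP–Amplex Red. Substrate: 1 mM L-glutamine solution; buffer 45 mM KH2PO4, pH 8.2.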
PI4K2A inh = blocks human PI4K2A kinase activity. purified PI4K2A, ADP-Glo luminescence, 1 h; hits give low values. activity change, negative = inhibition, % at 76.9 µM. 420,000 tested, 0.13% active; in the data active = activity change below about -50%; inconclusive = mostly about -30% to -49%;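 note: -100% = wells without enzyme as full effect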
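Compounds are screened against recombinant PI4K2A using PI as substrate and ATP, the latter dispensed at 300 microM. Reactions run one hour at ambient temperature before ADP-Glo detection; full inhibition defined by wells lacking enzyme.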
BAZ2B inh = inhibitors of human BAZ2B bromodomain | Q9UIF8 | AlphaScreen BAZ2B-H3K14Ac peptide displacement | Potency, µM (series often up to 114 µM), for the others: at the highest dose activity change, negative = inhibition, hits mostly inhibitors | 360,000 tested, 4.4% active; note: potency is the fitted concentration of half-maximal effect; % is set by controls: 0 for no effect and ±100 for the full control effect; nearly all actives have a fitted effect of over 60% in size
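AlphaScreen luminescence quantifies BAZ2B engagement of H3K14Ac peptide; the protein and biotinylated peptide are both at 50 nM final, buffer PBS pH 7.4 with 0.01% Tween-20, all steps at room temperature.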
Pin1 inh = inhibitors of human Pin1 | 390,000 tested, 0.009% active | Q13526 | Potency, µM (series often up to 115 µM), for inactives: top-dose activity, negative = inhibition, usual class: inhibitors | Pin1 FP peptide displacement, HiFluor488, 10 min; active = well fitted inhibition curve with a large enough effect in the polarisation, with a control signal flat, not every such curve was filed as active; inconclusive = small, poorly fitted or top-dose-only effect, or effect the other way, or a change in a side signal; inactive = no such curve, though single readings can be large or run the other way; the % refers to the polarisation; note: potency is the fitted concentration of half-maximal effect; % is set by controls: 0 for no effect and ±100 for the full control effect
Tb PGK inh = inhibitors of T. brucei phosphoglycerate kinase; 380,000 tested, 0.043% active; AID 602233; P07378; PGK/GAPDH coupled, Kinase-Glo luminescence, 60 min; Potency, µM (series often up to 57.5 µM), inactives show at the top dose activity change, negative = inhibition, most hits filed as inhibitors; note: potency is the fitted concentration of half-maximal effect; % is set by controls: 0 for no effect and ±100 for the full control effect; nearly all actives have a fitted effect of over 60% in size
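Recombinant glycosomal PGK reaction used 1,3-bisphosphoglycerate generated in-well by GAPDH (100nM final) in 100mM TEA pH 7.6, 5mM MgCl2, 0.01% Tween-20. After 60 minutes at room temperature, ATP was read by Kinase-Glo Plus luminescence end-point.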
G9a inh = blocks human histone lysine methyltransferase G9a. G9a H3K9 monomethylation, AlphaScreen, 2 h. Q96KQ7. Potency, µM (doses to about 102 µM), for inactives: at the highest dose activity, negative = inhibition, hits mostly inhibitors. 350,000 tested, 8.8% active; note: potency is the fitted concentration of half-maximal effect; % is set by controls: 0 for no effect and ±100 for the full control effect; nearly all actives have a fitted effect of over 75% in size
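Readings reflect AlphaScreen signal from monomethyl-H3K9 antibody detection. HMT at 20 nM; substrate b-H3K9 500 nM; cofactor SAM 20 uM; 2 h RT reaction; compounds tested as titrations in qHTS with 15 min preincubation.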
ERG-DNA inh = blocks human ERG Ets domain binding to DNA. fluorescence polarization, His-ERG Ets domain / labelled DNA. Potency, µM (series often up to 76.9 µM), for the others: top-dose FP activity, negative = inhibition, actives largely listed as inhibitors. 370,000 tested, 0.028% active; active = well fitted inhibition curve with a large enough effect in the polarisation, with a control signal flat; inconclusive = small, poorly fitted or top-dose-only effect, or effect the other way, or a change in a side signal; inactive = no such curve, though single readings can be large or run the other way; the % refers to the polarisation;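 note: polarization taken with two DNA probes labelled with fluorescein and Texas red; potency is the fitted concentration of half-maximal effect; % of control where 0% means no effect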
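His-tagged ERG Ets domain (1 uM in the protein solution; 300mM KCl, 50mM Tris-HCl, 1mM EDTA, 1mM DTT, pH 7.5) received compound, then a probe mix of 5 nM fluorescein-DNA and 100nM Texas-615-DNA. Fluorescence polarization was read for both dyes.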
JMJD2A Tudor inh = blocks the human JMJD2A Tudor domain | AlphaScreen JMJD2A-Tudor / H3K4me3 peptide binding | O75164 | 390,000 tested, 4.4% active | Potency, µM (doses to about 114 µM), inactives show at the highest dose activity change, negative = inhibition, usual class: inhibitors; note: potency is the fitted concentration of half-maximal effect; % is set by controls: 0 for no effect and ±100 for the full control effect; nearly all actives have a fitted effect of over 50% in size
Target sequence (O75164 whole entry, looked up, the tested form may be a part): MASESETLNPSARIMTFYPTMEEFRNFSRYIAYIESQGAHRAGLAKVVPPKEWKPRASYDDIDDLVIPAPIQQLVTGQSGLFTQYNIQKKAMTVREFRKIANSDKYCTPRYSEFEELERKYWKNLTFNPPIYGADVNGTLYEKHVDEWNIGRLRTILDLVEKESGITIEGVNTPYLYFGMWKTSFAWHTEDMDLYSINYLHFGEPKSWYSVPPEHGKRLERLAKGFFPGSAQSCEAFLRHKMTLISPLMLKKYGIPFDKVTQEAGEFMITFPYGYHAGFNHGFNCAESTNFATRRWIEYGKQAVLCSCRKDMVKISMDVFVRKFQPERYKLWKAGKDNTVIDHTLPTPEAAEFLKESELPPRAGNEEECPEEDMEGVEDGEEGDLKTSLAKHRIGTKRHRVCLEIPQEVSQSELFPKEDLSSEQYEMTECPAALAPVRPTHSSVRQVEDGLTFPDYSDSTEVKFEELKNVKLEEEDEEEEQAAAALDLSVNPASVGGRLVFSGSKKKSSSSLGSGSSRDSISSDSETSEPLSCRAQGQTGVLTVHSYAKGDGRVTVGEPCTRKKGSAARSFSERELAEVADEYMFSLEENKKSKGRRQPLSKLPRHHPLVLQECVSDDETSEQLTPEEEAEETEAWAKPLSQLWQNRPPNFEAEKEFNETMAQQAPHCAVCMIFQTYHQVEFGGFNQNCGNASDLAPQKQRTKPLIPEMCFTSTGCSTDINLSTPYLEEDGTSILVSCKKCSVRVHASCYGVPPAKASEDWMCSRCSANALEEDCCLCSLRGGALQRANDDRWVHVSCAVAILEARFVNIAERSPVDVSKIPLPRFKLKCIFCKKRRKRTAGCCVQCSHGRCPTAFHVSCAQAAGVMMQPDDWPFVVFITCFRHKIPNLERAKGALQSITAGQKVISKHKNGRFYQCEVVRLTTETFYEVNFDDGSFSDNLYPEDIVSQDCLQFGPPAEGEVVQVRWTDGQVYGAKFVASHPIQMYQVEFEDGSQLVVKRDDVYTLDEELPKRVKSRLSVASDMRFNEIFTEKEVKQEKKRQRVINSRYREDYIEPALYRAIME
The depositor's hits bear a star; i = inactive; ? = inconclusive; . = not tested or not shown; [ ] = dose if it differs, or a comment. Unless noted, calls come from the whole dose curve; as a rule, active = well fitted curve in the direction sought with a large enough effect; inconclusive = small, poorly fitted or top-dose-only effect, or another doubt; inactive = no such curve, though single readings can be large; an effect the other way counts as inactive or inconclusive.

SMILES | HP1b binding inh | GLS inh | PI4K2A inh | BAZ2B inh | Pin1 inh | Tb PGK inh | G9a inh | ERG-DNA inh | JMJD2A Tudor inh
Cc1cccc(C(=O)OCC(=O)NCCCc2ccccc2)c1 | 2% | 1% | -7 | 3% | 8% | 5% | 1% | -12% | -22%[11.4 µM]
O=c1cnnc(N/N=C/C2CC=CCC2)[nH]1 (centres undefined) | 40%[activator] | -10% | -5 | 8.9µM* | -2% | 9% | 56%[activator] | 1% | 32µM*
Cc1cc(C(=O)N/N=C/c2ccc(-c3ccc([N+](=O)[O-])cc3C)o2)n[nH]1 | 28% | -8% | 5 | -15% | ? | -7% | 7% | 1% | -18%
Cc1cccc2nnc(-c3ccccc3)n12 | 27% | 7% | 1 | . | -4% | 1% | . | -1% | -3%
Cc1csc(NC(=O)CSc2ccc([N+](=O)[O-])cn2)n1 | 31% | 3% | -2 | -31% | 6% | 2% | 50µM* | 3% | -27%
CNC(=O)N1c2ccccc2NC(=O)CC1C (centres undefined) | 14% | -14% | -7 | -2% | -6% | -8% | 0% | 2% | -8%
O=C(Cn1c(=O)oc2ccccc21)N1CCN(S(=O)(=O)c2ccccc2)CC1 | 39% | 0% | -5 | 8% | 8% | -7% | 37%[12.7 µM] | 20% | 3%
O=C(NC1CCCCC1)N1CCN(Cc2ccco2)CC1 | 22% | 0% | 2 | 2% | 0% | -1% | -42% | -12% | 2%
Cc1cccc(NC(=O)CCN2C(=O)c3cccc([N+](=O)[O-])c3C2=O)c1 | 23% | 0% | -5 | -1% | 0% | -10% | ? | 8% | -13%
OCCC1CN(C2CCSCC2)CCN1C1CCCC1 (centres undefined) | 22% | -3% | -3 | -2% | -2% | i | ? | -1% | 4%
COc1ccc(OCC(=O)Nc2ccc3c(c2)nc(CCN2CCCC2)n3C)cc1 | 22% | 6% | 0 | -24% | 2% | 4% | -8% | 15% | -32%
O=C(CCSc1nnc(-c2ccncc2)o1)Nc1cccc(Cl)c1 | 13% | 41%[activator] | -2 | 1% | -1% | -8% | 6% | 1% | -3%

Limited to HP1b binding inh, for two of the compounds above:
| SMILES | HP1b binding inh |
| --- | --- |
| Cc1cc(C(=O)N/N=C/c2ccc(-c3ccc([N+](=O)[O-])cc3C)o2)n[nH]1 | 28% |
| Cc1cccc2nnc(-c3ccccc3)n12 | 27% |

Following part
SMILES | HP1b binding inh | GLS inh | PI4K2A inh | BAZ2B inh | Pin1 inh | Tb PGK inh | G9a inh | ERG-DNA inh | JMJD2A Tudor inh
CC(=O)c1c(C)cc(C)c(CSc2ccccn2)c1C | 45%[activator] | 11% | -2 | 3% | -4% | 9% | . | -1% | 16%[57.1 µM]
OC(COc1ccccc1)CN1CCN(c2cccc(Cl)c2)CC1 (centres undefined) | 15% | 13% | 3 | . | 1% | -9% | . | . | -26%
COC(=O)c1[nH]c2ccccc2c1NC(=O)CN1CCN(C(=O)c2ccco2)CC1 | 30% | 8% | 0 | 5% | -2% | -5% | ? | 9% | -4%
CN1CCN(C(=O)CCCN2C(=O)/C(=C/c3ccc(Cl)cc3)SC2=S)CC1 | -10% | 3% | 3 | ? | -3% | -3% | 13%[12.7 µM] | 32%[activator] | ?
Cc1cc(C)cc(NC(=O)CCNC(=O)c2ccc([N+](=O)[O-])cc2)c1 | 49%[activator] | -7% | 0 | -18% | 6% | -7% | 9% | 8% | -9%
CC(=O)OCC1(C)CN(c2ccccc2)N(C(=O)c2ccc(C(C)(C)C)cc2)C1=O (centres undefined) | 63%[activator] | 9% | -4 | -24% | 5% | . | 40µM* | -3% | -18%
COc1ccc(CCNC(=O)C2CCN(S(=O)(=O)c3ccc(SC)cc3)CC2)cc1 | 22% | 0% | 2 | -2% | -5% | -1% | -5% | -6% | 10%
CCOC(=O)c1c([N+](=O)[O-])c(C)[nH]c(=O)c1C#N | 77%[activator] | 6% | 1 | -26% | -8% | 8% | ? | -2% | -14%
CCOc1ccc(-n2c(SCC(=O)N3CCCC3)nc3c([nH]c4ccccc43)c2=O)cc1 | 21%[57 µM] | -21% | -2 | 1% | -1% | -4% | 15%[59 µM] | -6% | -6%
COc1cc(NC(=O)CC2C(=O)N(c3cccc(C)c3)C(=O)N2Cc2cccs2)cc(OC)c1 (centres undefined) | 28% | 1% | -8 | -10% | 7% | i | ? | -11% | -14%
N#C/C(=C\c1ccc(OCc2ccccc2)cc1)C(=O)Nc1nc2c(s1)CCN(Cc1ccccc1)C2 | 38% | -6% | 2 | 1% | ? | -6% | -4%[12.7 µM] | 7% | -2%[57.1 µM]
CS(=O)(=O)N1CCN(c2ccccc2NC(=O)Cc2ccccc2)CC1 | 25% | 10% | 4 | 6% | -1% | -3% | 12%[59 µM] | 11% | 3%
CNC[C@H](Cc1ccccc1)NC[C@@H](Cc1cccc2ccccc12)NCCc1ccc(C)cc1 | 6% | 1% | -1 | ? | 1% | 11% | ? | -2% | ?
O=C1CC[C@@H](O)CCN1CC[C@H](Sc1ccc(Br)cc1)c1ccccc1 | 52%[activator] | 8% | -2 | 10% | -5% | 1% | 4%[0.501 µM] | 1% | -3%
COc1ccc(/C=N/N2CCN(C3c4ccccc4-c4ccccc43)CC2)cc1OC | 9% | 14% | 0 | -35% | -5% | -1% | 8%[59 µM] | 1% | -22%
O=C(NCc1ccccc1Cl)C1CCCN(C(=O)c2cnn(-c3ccccc3)c2-n2cccc2)C1 (centres undefined) | -5% | -8% | 0 | -14% | -3% | -4% | 4%[59 µM] | 0% | -29%
O=C(CSC1=Nc2ccccc2C2=NC(c3ccccc3)C(=O)N12)NC1CCCCC1 (centres undefined) | 28% | ? | 5 | 8% | 4% | 4% | 17% | 0% | -1%
O=C(COC(=O)COc1cccc(F)c1)NCC1CCCCC1 | 32% | -9% | -2 | . | -1% | 1% | . | 18% | -12%
CC(=O)Nc1cccc(C(=O)OCC(=O)NCc2cc(C)c(O)c(C)c2)c1 | 24% | 25% | 3 | 6% | 3% | -6% | ? | -3% | -8%
COc1ccc(NC(=O)CNC(=O)c2ccco2)cc1 | 7% | 7% | 5 | -6% | 9% | -6% | 34% | -8% | 2%
CCC(=O)NCC(c1ccc2c(c1)OCO2)N1CCN(c2ccccc2)CC1 (centres undefined) | 48%[activator][57 µM] | 24% | -5 | 10% | -1% | i | 7%[59 µM] | -2% | -9%
N#Cc1ccc(C(=O)OCC(=O)N2CCCCCC2)cc1 | 7% | 3% | -3 | 0% | -4% | -2% | 22µM* | -1% | -10%
O=C(CN1C(=O)CCSc2ccccc21)Nc1ccccc1 | 18% | 0% | 1 | 0% | -1% | -6% | 8%[59 µM] | -12% | 1%
COc1ccc(C(=O)NCC(c2ccco2)S(=O)(=O)c2cccs2)cc1 (centres undefined) | 22% | 3% | 1 | ? | -1% | i | 6%[59 µM] | 16% | -8%

3 structures out of the list, arranged by molar mass, highest first.
SMILES | HP1b binding inh | GLS inh | PI4K2A inh | BAZ2B inh | Pin1 inh | Tb PGK inh | G9a inh | ERG-DNA inh | JMJD2A Tudor inh
O=C(NCc1ccccc1Cl)C1CCCN(C(=O)c2cnn(-c3ccccc3)c2-n2cccc2)C1 (centres undefined) | -5% | -8% | 0 | -14% | -3% | -4% | 4%[59 µM] | 0% | -29%
Cc1cccc(NC(=O)CCN2C(=O)c3cccc([N+](=O)[O-])c3C2=O)c1 | 23% | 0% | -5 | -1% | 0% | -10% | ? | 8% | -13%
O=c1cnnc(N/N=C/C2CC=CCC2)[nH]1 (centres undefined) | 40%[activator] | -10% | -5 | 8.9µM* | -2% | 9% | 56%[activator] | 1% | 32µM*

Remaining list, next part.
SMILES | HP1b binding inh | GLS inh | PI4K2A inh | BAZ2B inh | Pin1 inh | Tb PGK inh | G9a inh | ERG-DNA inh | JMJD2A Tudor inh
COC(=O)[C@@]12CCCCN1[C@H](c1ccc(-c3ccc(C(C)=O)cc3)cc1)[C@@H]1C(=O)N(C)C(=O)[C@@H]12 | 4% | 5% | 5 | -6% | 5% | -9% | 0%[2.33 µM] | 7% | -26%
COc1cccc(CN2CC(C(=O)NC3CCC(O)CC3)CCC2=O)c1 (centres undefined) | 8% | 7% | 3 | 2% | 1% | -3% | . | -12% | -12%
CC(=O)c1cccc(NC(=O)CC2SC(N3CCCCC3)=NC2=O)c1 (centres undefined) | 16% | 4% | 6 | 17% | 3% | 0% | 9% | -9% | -4%
O=S(=O)(c1ccc2c(c1)nc1n2CCC1)N1CCOCC1 | 25% | -11% | -2 | 0% | 0% | i | ? | -10% | 4%

Assay outcomes deposited in PubChem by National Center for Advancing Translational Sciences (NCATS).
